Pf Dd2 inh: blocks growth of Plasmodium falciparum Dd2 parasites; 2.3% of 94,000 active; AID 1159554; activity change, % at 10 µM; P. falciparum Dd2 growth, SYBR Green, 72 h; stronger effect = lower value; in the data active means activity change below about -80%; inconclusive means no clear call, values can overlap the other calls
T cruzi growth: inhibitors of T. cruzi proliferation; T. cruzi beta-gal in NIH3T3, GalScreen luminescence, 90 h; inhibition, % at 8.34 µM; 5.9% of 77,000 active; AID 624255;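 active means mean inhibition above about 93%, with at least 55% of replicates each passing it, limit read from the data, passing the limit was not always enough; inconclusive means only one of those two conditions holds; inactive means neither condition holds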
C diff HTS: inhibitors of Clostridium difficile growth; Clostridium difficile clinical isolate growth, OD600, 24 h; stronger effect = lower value; growth activity, negative = inhibition, % at 16 µg/mL (by protocol); 0.25% of 86,000 active;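 active means mean growth activity at or below -80% and every replicate also at or below -80%; inconclusive means mean at or below -80% but some replicate above -80%; inactive means mean growth activity above -80%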;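 further: 0% = DMSO wells and -100% = levofloxacin 16 µg/mL wells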
GASC1 inh: blocks human GASC-1 (KDM4C) demethylase activity | Q9H3R0 | GST-KDM4C 2-372, H3K9me3 peptide, LANCE TR-FRET | inhibition, % at 12.5 µM | 0.15% of 96,000 active;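 active means mean replicate inhibition above about 25%, with at least 55% of replicates also reaching it, limit read from the data, passing the limit was not always enough; inconclusive means only one of those two conditions met; inactive means neither condition met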
Target sequence (Q9H3R0 2-372 limits assumed): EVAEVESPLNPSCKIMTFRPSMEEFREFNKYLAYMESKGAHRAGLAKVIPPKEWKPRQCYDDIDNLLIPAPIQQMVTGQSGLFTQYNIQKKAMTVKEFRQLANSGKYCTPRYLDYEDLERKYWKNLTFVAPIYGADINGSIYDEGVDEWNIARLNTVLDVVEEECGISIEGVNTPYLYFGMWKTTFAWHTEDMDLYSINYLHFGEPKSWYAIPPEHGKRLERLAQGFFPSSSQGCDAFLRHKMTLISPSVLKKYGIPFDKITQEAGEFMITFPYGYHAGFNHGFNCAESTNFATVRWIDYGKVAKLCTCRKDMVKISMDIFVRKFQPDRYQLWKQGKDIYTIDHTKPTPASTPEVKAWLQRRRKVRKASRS
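Assay system: GST-GASC-1 enzyme fragment 2-372 | Amount: 10 nM enzyme | Medium: HEPES buffer, pH 7.5, plus ascorbate | Reagent: H3K9me3 peptide substrate, Fe(II), 2-oxoglutarate | Doses: Single-point compound screen | Incubation: 30 min demethylation and 1 h detection at room temperature | Measured by: LANCE TR-FRET, excitation 340 nm, emissions 618 and 671 nm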
An asterisk follows results filed as active; u = inconclusive; x = no result given; & = joins results of further samples.

SMILES	Pf Dd2 inh	T cruzi growth	C diff HTS	GASC1 inh
C/C=C/c1cnc2c(c1)C(=O)N([C@H](C)CO)C[C@H](C)[C@@H](CN(C)C(=O)c1cnccn1)O2	37	x	0	-1.5
C[C@H](CO)N1C[C@H](C)[C@H](CN(C)C(=O)Nc2ccc(F)cc2)Oc2ccc(NC(=O)Nc3ccc(C(F)(F)F)cc3)cc2C1=O	-70	59	13	-5.7
CO[C@H]1CN(C)C(=O)c2ccc(NC(=O)c3nc4ccccc4s3)cc2OC[C@H](C)N(Cc2cncnc2)C[C@@H]1C	-42	x	x	1.3
CCCNC(=O)N1C[C@H](O)COC[C@H]2O[C@H](CC(=O)N[C@H]3CCN(Cc4ccccc4)C3)CC[C@@H]21	x	-67	0&-4	0.0
CCNC(=O)[C@H]1[C@H](CO)[C@H]2Cn3c(ccc(-c4ccc(OC)cc4)c3=O)[C@H]2N1Cc1nccs1	x	-5	-1	16
C[C@@H]1CCCCO[C@@H](CN(C)S(=O)(=O)c2cn(C)cn2)[C@@H](C)CN([C@H](C)CO)C(=O)c2cc(NC(=O)NC3CCCCC3)ccc2O1	3	57	-9	1.7
C[C@@H]1CCCCO[C@@H](CN(C)C(=O)Nc2ccc(F)cc2)[C@H](C)CN([C@H](C)CO)C(=O)c2cc(NS(=O)(=O)c3ccc(Cl)cc3)ccc2O1	-59	x	x	-1.1
C[C@H]1CN([C@@H](C)CO)C(=O)Cc2cc(NC(=O)NC3CCCCC3)ccc2O[C@@H]1CN(C)C(=O)Nc1ccc(C(F)(F)F)cc1	10	-4	-1	-0.2
C[C@@H]1CN([C@@H](C)CO)C(=O)c2cc(NS(=O)(=O)c3cn(C)cn3)ccc2O[C@@H](C)CCCCO[C@@H]1CN(C)C(=O)Nc1ccc(F)cc1	20	-2	1	0.6
C[C@@H]1CCCCO[C@H](CN(C)C)[C@H](C)CN([C@H](C)CO)C(=O)c2cc(NC(=O)c3ccccc3)ccc2O1	x	-12	-1	1.6

An excerpt from above in order of count of non-hydrogen atoms, low to high.
SMILES	Pf Dd2 inh	T cruzi growth	C diff HTS	GASC1 inh
CCCNC(=O)N1C[C@H](O)COC[C@H]2O[C@H](CC(=O)N[C@H]3CCN(Cc4ccccc4)C3)CC[C@@H]21	x	-67	0&-4	0.0
C[C@H]1CN([C@@H](C)CO)C(=O)Cc2cc(NC(=O)NC3CCCCC3)ccc2O[C@@H]1CN(C)C(=O)Nc1ccc(C(F)(F)F)cc1	10	-4	-1	-0.2
C[C@@H]1CCCCO[C@@H](CN(C)S(=O)(=O)c2cn(C)cn2)[C@@H](C)CN([C@H](C)CO)C(=O)c2cc(NC(=O)NC3CCCCC3)ccc2O1	3	57	-9	1.7
C[C@@H]1CN([C@@H](C)CO)C(=O)c2cc(NS(=O)(=O)c3cn(C)cn3)ccc2O[C@@H](C)CCCCO[C@@H]1CN(C)C(=O)Nc1ccc(F)cc1	20	-2	1	0.6

New compounds follow
SMILES	Pf Dd2 inh	T cruzi growth	C diff HTS	GASC1 inh
CC(C)NC(=O)NCC[C@@H]1CC[C@H](NS(=O)(=O)c2ccc(Oc3ccccc3)cc2)[C@@H](CO)O1	11	10	x	0.3
C[C@@H]1CN([C@@H](C)CO)C(=O)c2cc(NS(=O)(=O)c3ccccc3)ccc2O[C@H]1CN(C)Cc1ccccc1	-2	12	2	2.5
COc1ccccc1NC(=O)N1CC[C@@H]2[C@H]1c1cc(C#Cc3ccc(F)cc3)ccc1N(C)[C@@H]2CO	-32	u	-1	-0.8
C[C@H](CO)N1C[C@H](C)[C@@H](CN(C)C(=O)Nc2ccc3c(c2)OCO3)Oc2c(NC(=O)C3CC3)cccc2C1=O	19	8	-3	0.3
C[C@@H]1CN([C@@H](C)CO)C(=O)Cc2cc(NC(=O)Nc3cccc4ccccc34)ccc2O[C@@H]1CN(C)S(=O)(=O)c1ccc(F)cc1	12	32	-11	-1.5
O=C(NCC[C@@H]1CC[C@H](NS(=O)(=O)c2cccc(F)c2)[C@@H](CO)O1)C1CCCCC1	10	x	-1	0.7
CC(C)NC(=O)Nc1ccc2c(c1)C(=O)N([C@@H](C)CO)C[C@H](C)[C@@H](CN(C)C(=O)Nc1ccc(F)cc1)O2	-10	-1	-7	0.6
C[C@@H]1CN([C@@H](C)CO)S(=O)(=O)c2ccc(-c3cccc(C#N)c3)cc2O[C@@H]1CN(C)C(=O)c1ccncc1	-34	x	-4	0.1
CC(=O)N(C)C[C@@H]1Oc2cc(-c3ccccc3F)ccc2S(=O)(=O)N([C@@H](C)CO)C[C@H]1C	-2	-4	-1	0.4
O=C(c1ccncc1)N1CC[C@H]2[C@H](CO)Nc3ccc(-c4ccc(F)cc4)cc3[C@H]21	26	99*	10	-1.5
Cc1noc(C)c1NC(=O)N(C)C[C@H]1OCCCC[C@@H](C)Oc2ccc(NC(=O)Nc3ccc4c(c3)OCO4)cc2C(=O)N([C@H](C)CO)C[C@@H]1C	-22	17	0	-0.1
O=C(NC[C@@H]1N[C@@H](CO)[C@H]1c1ccc(C2=CCCC2)cc1)c1ccccc1	-7	40	6	-2.4
O=C(C[C@H]1C[C@@H]2c3cc(NC(=O)Nc4ccccc4F)ccc3O[C@@H]2[C@H](CO)O1)NCc1ccccn1	5	109*	-1	-0.1
CCCC#Cc1ccc([C@H]2[C@@H](C#N)N(C(=O)C3CC3)[C@H]2CO)cc1	-38	u	15	0.4
CO[C@H]1CN(C)C(=O)c2ccc(NC(=O)Nc3c(C)noc3C)cc2OC[C@H](C)N(C)C[C@H]1C	27	6	x	-0.4
CO[C@@H]1CN(C)C(=O)c2ccc(NC(=O)c3cc(C)on3)cc2OC[C@@H](C)N(C(C)=O)C[C@H]1C	9	19	x	0.4
CCNC(=O)C[C@H]1CC[C@@H]2[C@H](COc3ccc(NC(=O)Cc4ccccc4)cc3C(=O)N2C)O1	-2	21	1	0.6
C[C@@H]1CN([C@H](C)CO)C(=O)c2cc(NC(=O)c3ccncc3)ccc2O[C@H]1CN(C)Cc1ccc(C(=O)Nc2ccccc2N)cc1	-47	x	0	0.7
CCC(=O)N1C[C@H](C)[C@@H](OC)CN(C)C(=O)c2ccc(NC(=O)C3CCOCC3)cc2OC[C@@H]1C	69	x	-1	-2.4
O=S(=O)(c1ccc(F)cc1)N1CCCCN2[C@H](CO)[C@H](c3ccc(-c4ccccc4)cc3)[C@@H]2C1	11	94	26	1.6
CCCN1[C@@H]2Cn3c(ccc(-c4ccncc4)c3=O)[C@H]1[C@@H](C(=O)N1CCCCC1)[C@@H]2CO	-1	0	0	1.1
COc1ccccc1NC(=O)N[C@H]1C=C[C@@H](CC(=O)NCc2ccc(Cl)c(Cl)c2)O[C@@H]1CO	-1	22	x	-1.3
O=C(C[C@@H]1CC[C@H]2[C@@H](COC[C@@H](O)CN2Cc2ccc(Cl)cc2)O1)NCCc1ccccc1	x	29	-16&-41	-0.8
COCC(=O)N1C[C@H](C)[C@@H](OC)CN(C)C(=O)c2cc(NC(=O)C3CCC3)ccc2OC[C@@H]1C	9	-23	0	-0.3
COCC(=O)N(C)C[C@@H]1[C@@H](c2ccc(-c3ccccc3)cc2)[C@H](CO)N1C(C)=O	9	-2	-7	-0.4
COCC#Cc1cnc2c(c1)C(=O)N([C@@H](C)CO)C[C@@H](C)[C@H](CN(C)Cc1ccc3c(c1)OCO3)O2	-20	x	2	0.9
O=C(C[C@H]1CC[C@H](NC(=O)C2CCC2)[C@@H](CO)O1)NC1CCCCC1	x	x	7	0.9
CO[C@H]1CN(C)C(=O)c2ccc(NC(=O)c3ccccc3F)cc2OC[C@@H](C)NC[C@@H]1C	18	-12	x	0.9
O=C(c1cccnc1)N1CC[C@H]2[C@H](CO)Nc3ccc(C#Cc4cccnc4)cc3[C@H]21	-12	x	-3	0.5
COc1ccc(NC(=O)Nc2ccc3c(c2)CC(=O)N([C@@H](C)CO)C[C@@H](C)[C@@H](CN(C)C(=O)Nc2c(C)noc2C)O3)cc1	3	22	-6	0.3
Cc1noc(C)c1NC(=O)Nc1ccc2c(c1)CC(=O)N([C@@H](C)CO)C[C@@H](C)[C@@H](CN(C)C)O2	17	x	-2	-0.4
Cc1ccc(S(=O)(=O)N(C)C[C@@H]2Oc3ccc(NC(=O)Cc4cn(C)c5ccccc45)cc3C(=O)N([C@@H](C)CO)C[C@H]2C)cc1	-57	63	7	-2.5
COCC(=O)N1C[C@@H]2[C@H](c3ccccc31)[C@@H](CO)N2C(=O)C1CCCC1	14	84	-3	-1.2
C[C@H](CO)N1C[C@H](C)[C@@H](CN(C)C)OCc2cn(nn2)CCCC1=O	-2	-107	-2	1.4
CC(C)NC(=O)N(C)C[C@H]1Oc2ccc(NC(=O)CCN3CCOCC3)cc2CC(=O)N([C@@H](C)CO)C[C@@H]1C	13	x	-3	-1.7
C[C@H]1CN([C@@H](C)CO)S(=O)(=O)c2ccc(-c3ccncc3)cc2O[C@@H]1CN(C)C(=O)Nc1ccc(C(F)(F)F)cc1	-63	102*	1	-1.2
CC(=O)N1CC2(C1)[C@H](c1ccccc1)[C@@H](CO)N2S(=O)(=O)c1ccccc1	-15	x	-2	-0.7
C[C@H](CO)N1C[C@H](C)[C@@H](CN(C)S(=O)(=O)c2ccccc2)Oc2c(NS(C)(=O)=O)cccc2C1=O	-8	2	-6	x
Cc1noc(C)c1S(=O)(=O)N(C)C[C@H]1Oc2ccc(NS(=O)(=O)c3cn(C)cn3)cc2CC(=O)N([C@@H](C)CO)C[C@H]1C	8	13	-3	2.3
C[C@H](CO)N1C[C@H](C)[C@H](CN(C)S(=O)(=O)c2ccc(F)cc2)OCCCC[C@H](C)Oc2ccc(NC(=O)Cc3ccccc3)cc2C1=O	-74	51	-7	-0.5
COc1ccccc1-c1cnc2c(c1)C(=O)N([C@H](C)CO)C[C@@H](C)[C@@H](CN(C)Cc1ccc(C(=O)O)cc1)O2	5	30	1	-1.1
C[C@@H]1CN([C@@H](C)CO)C(=O)Cc2cc(NC(=O)C3CC3)ccc2O[C@@H]1CN(C)S(=O)(=O)c1ccc(F)cc1	-12	64	3	1.4
C[C@H]1CN([C@@H](C)CO)S(=O)(=O)c2ccc(Br)cc2O[C@@H]1CN(C)S(C)(=O)=O	7	12	2	0.4
C[C@@H]1CN([C@@H](C)CO)C(=O)Cc2cc(NC(=O)Nc3ccc4c(c3)OCO4)ccc2O[C@@H]1CN(C)Cc1ccc(C(=O)O)cc1	30	12	-8	0.7
CC(=O)N(C)C[C@@H]1Oc2cc(C#Cc3cccc(F)c3)ccc2S(=O)(=O)N([C@H](C)CO)C[C@H]1C	-20	-31	11	-2.8
CN1CCN(C(=O)C[C@H]2CC[C@H]3[C@@H](COC[C@@H](O)CN3C(=O)c3ccccc3F)O2)CC1	x	-19	1&-2	-1.1
O=C(C[C@@H]1C=C[C@@H](NC(=O)Nc2ccc(C(F)(F)F)cc2)[C@H](CO)O1)NCc1ccccn1	-3	-19	-4	-0.1
COc1ccc(NC(=O)Nc2ccc3c(c2)C(=O)N([C@H](C)CO)C[C@H](C)[C@H](CN(C)Cc2ccc(C(F)(F)F)cc2)OCCCC[C@@H](C)O3)cc1	-25	84	12	-0.9
Cc1noc(C)c1S(=O)(=O)Nc1ccc2c(c1)C(=O)N([C@H](C)CO)C[C@H](C)[C@@H](CN(C)C(=O)Nc1cccc3ccccc13)O2	4	-173	9	0.4
COc1ccc(S(=O)(=O)Nc2ccc3c(c2)CC(=O)N([C@H](C)CO)C[C@@H](C)[C@H](CN(C)Cc2ccc(C(=O)O)cc2)O3)cc1	17	22	2	-0.2

New compounds follow.
SMILES	Pf Dd2 inh	T cruzi growth	C diff HTS	GASC1 inh
COc1ccc(NC(=O)N(C)C[C@@H]2Oc3ccc(NC(=O)Nc4c(C)noc4C)cc3C(=O)N([C@H](C)CO)C[C@H]2C)cc1	21	4	-6	-0.6
CCC(=O)N(C)C[C@@H]1Oc2cc(C#CCOC)ccc2S(=O)(=O)N([C@H](C)CO)C[C@@H]1C	-16	108	-4	0.0
C[C@@H]1CN([C@@H](C)CO)S(=O)(=O)c2ccc(-c3ccncc3)cc2O[C@H]1CN(C)C	11	98*	2	-0.9
CCC(=O)N1CC2(C1)[C@@H](c1ccc(-c3ccc(C)cc3)cc1)[C@@H](CO)N2S(C)(=O)=O	-19	x	-13	-2.2
CCC(=O)Nc1ccc2c(c1)C(=O)N(C)C[C@@H](OC)[C@H](C)CN(Cc1cccnc1)[C@H](C)CO2	41	-52	-1	-1.5
Cc1ccccc1S(=O)(=O)N1C[C@H](O)COC[C@@H]2O[C@@H](CC(=O)N3CCN(C)CC3)CC[C@H]21	x	1	0&-9	-1.8

3 entries out of the list above, ordered by their value in C diff HTS, largest number first.
mol | Pf Dd2 inh | C diff HTS | GASC1 inh
C[C@@H]1CN([C@@H](C)CO)S(=O)(=O)c2ccc(-c3ccncc3)cc2O[C@H]1CN(C)C | 11 | 2 | -0.9
CCC(=O)Nc1ccc2c(c1)C(=O)N(C)C[C@@H](OC)[C@H](C)CN(Cc1cccnc1)[C@H](C)CO2 | 41 | -1 | -1.5
COc1ccc(NC(=O)N(C)C[C@@H]2Oc3ccc(NC(=O)Nc4c(C)noc4C)cc3C(=O)N([C@H](C)CO)C[C@H]2C)cc1 | 21 | -6 | -0.6

Compound activity (PubChem BioAssay)
